# Screening data: PubChem, several laboratories
# HUVEC tox TNFa: toxic to HUVEC cells under TNF alpha stimulation; AID 848; cell count reduction, % at 2 µM; HUVEC TNFalpha-stimulated, Hoechst cell count, imaging; hit rate 0.17% among 93,000;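 active means cell count reduction exceeding the screen mean by over 5 SD, scaled to untreated wells per plate, cut at about 78% in these data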;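 further: cells counted after 24 h of TNF alpha exposure following the 1 h pretreatment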
# sEH activator: activators of human soluble epoxide hydrolase. hit rate 0.04% among 91,000. purified human sEH enzymatic activity, activator screen. P34913. activation, % at 2 µM; in the data active means activation above about 37%; further: values of inactives mirror those of a sister screen read the other way
# Target sequence (P34913 whole entry, looked up): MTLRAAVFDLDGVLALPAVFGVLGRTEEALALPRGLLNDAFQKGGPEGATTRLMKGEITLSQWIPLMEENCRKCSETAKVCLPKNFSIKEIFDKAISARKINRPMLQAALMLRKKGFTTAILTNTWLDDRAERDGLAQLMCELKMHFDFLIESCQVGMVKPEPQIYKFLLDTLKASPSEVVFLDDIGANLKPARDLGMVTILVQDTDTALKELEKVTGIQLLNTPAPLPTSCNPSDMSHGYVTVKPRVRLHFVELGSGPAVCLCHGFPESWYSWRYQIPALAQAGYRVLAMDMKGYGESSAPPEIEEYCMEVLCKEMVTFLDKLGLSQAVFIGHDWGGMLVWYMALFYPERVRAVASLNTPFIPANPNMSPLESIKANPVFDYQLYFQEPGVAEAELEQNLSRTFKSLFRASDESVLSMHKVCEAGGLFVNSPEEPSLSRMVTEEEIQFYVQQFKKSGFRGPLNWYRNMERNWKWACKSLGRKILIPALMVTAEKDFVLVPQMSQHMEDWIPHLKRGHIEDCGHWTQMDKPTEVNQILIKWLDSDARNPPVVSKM
# VCAM1 TNFa inh: reduces TNF alpha induced VCAM1 expression in HUVEC | HUVEC TNFa-induced VCAM-1 immunofluorescence, high-content imaging | inhibition, % at 2 µM | hit rate 0.48% among 95,000;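 active means inhibition above the batch mean plus 3 SD, with images confirmed as a hit by eye, cut at about 37% in these data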;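 further: 0% = TNF-stimulated DMSO wells and 100% = unstimulated control wells; not every result past the cut was called active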
# HUVEC tox IL1B: HUVEC cytotoxicity counter-screen, IL-1B stimulated; HUVEC cell count loss, Hoechst imaging; cell count reduction, % at 2 µM; hit rate 0.41% among 94,000; AID 845;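 active means cell count reduction more than 3 SD above the screen-wide mean, cut at about 70% in these data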;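 further: normalized per plate to untreated control cells as the no-loss baseline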
# Calb biofilm kill: kills Candida albicans biofilms; AID 834; C. albicans biofilm + clotrimazole, Alamar Blue; inhibition, % at 6 µM; hit rate 0.14% among 85,000;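 active means inhibition above 20%; inactive means inhibition below 20%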;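 further: preformed 24 hr biofilms exposed to compound for 48 hr; 0% = biofilm without compound and 100% = blank killed by clotrimazole plus chlorhexidine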
# ERb SRC1 inh: ER-beta (human) coactivator binding inhibition. Q92731. TR-FRET ER-beta LBD / SRC1-Cy5 peptide binding; receptor agonist-loaded with 1 µM estradiol. inhibition, % at 25.6 µM. hit rate 1.3% among 86,000. AID 633;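 active means compounds whose percent inhibition of the receptor-coactivator binding signal exceeds about 50% in the single-dose screen, limit read from the data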;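 further: 0% = receptor plus peptide wells without compound and 100% = peptide-only wells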
# Target sequence (Q92731 whole entry, looked up, the tested form may be a part): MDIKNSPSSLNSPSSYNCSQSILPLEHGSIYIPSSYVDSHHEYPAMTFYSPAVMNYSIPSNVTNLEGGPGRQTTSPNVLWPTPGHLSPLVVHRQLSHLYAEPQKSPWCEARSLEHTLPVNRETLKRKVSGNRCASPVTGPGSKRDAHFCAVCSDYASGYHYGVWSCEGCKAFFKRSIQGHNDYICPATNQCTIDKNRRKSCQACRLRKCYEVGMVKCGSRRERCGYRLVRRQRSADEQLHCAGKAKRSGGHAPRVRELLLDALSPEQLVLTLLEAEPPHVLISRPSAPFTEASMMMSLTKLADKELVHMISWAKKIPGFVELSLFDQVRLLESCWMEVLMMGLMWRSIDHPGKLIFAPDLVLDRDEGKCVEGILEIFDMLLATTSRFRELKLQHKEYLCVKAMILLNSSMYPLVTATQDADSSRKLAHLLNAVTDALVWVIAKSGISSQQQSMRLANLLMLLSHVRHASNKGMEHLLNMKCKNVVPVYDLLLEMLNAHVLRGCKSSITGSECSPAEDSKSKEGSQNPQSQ
# F-actin modifier: modifiers of cytoskeleton assembly; HUVEC TNFa F-actin phalloidin imaging, high content; inhibition, % at 2 µM; hit rate 0.18% among 91,000; AID 836;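 active means inhibition above the batch mean plus 3 SD and confirmed as a hit by visual image inspection, cut at about 30% in these data, passing the limit was not always enough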; further: strong numbers were not always called active
# sEH inh: inhibitors of human soluble epoxide hydrolase; P34913; AID 707; recombinant human sEH enzymatic activity assay; inhibition, % at 2 µM; hit rate 0.34% among 91,000; in the data active means inhibition above about 80%; further: values of inactives mirror those of a sister screen read the other way; many of its hits are not listed in these tables
# Smad3 inh: blocks human Smad3 binding to FoxH1 peptide | P84022 | TR-FRET Smad3/Dy647-FoxH1 peptide binding, europium anti-His | hit rate 0.29% among 88,000 | inhibition, % at 25 µM;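 active means compounds that reduce the energy-transfer binding signal between the protein and its labelled peptide by more than half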;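 further: 0% = Smad3 plus labelled peptide maximal FRET and 100% = peptide-only background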
# * = called active by the depositor; . = no result given; [ ] = remark or other dose.
# Preview (3 entries):
1. COc1cc(/C=N\Nc2nc3ccccc3[nH]2)cc(OC)c1OC
2. CN(C)c1ccc(-c2n(C)c3ccccc3[n+]2C)cc1
3. Cc1nc(SCC(=O)Nc2ccnc3ccccc23)n[nH]1

Compound	1	2	3
HUVEC tox TNFa	4	-24	1
sEH activator	15	0	7
VCAM1 TNFa inh	9	18	15
HUVEC tox IL1B	-17	-57	10
Calb biofilm kill	.	5	3
ERb SRC1 inh	.	-5	-1
F-actin modifier	-18	13	0
sEH inh	-14	0	-7
Smad3 inh	.	12	4

# The list itself, from the first entry:
1. COc1cc(/C=N\Nc2nc3ccccc3[nH]2)cc(OC)c1OC
2. CN(C)c1ccc(-c2n(C)c3ccccc3[n+]2C)cc1
3. Cc1nc(SCC(=O)Nc2ccnc3ccccc23)n[nH]1
4. CC(=O)N1CCc2cc(S(=O)(=O)NC(CC(C)C)C(=O)N3CCc4ccccc4C3)ccc21 (stereo unspecified)
5. Cc1c(C(=O)N2CCCCC2)oc2ccc(S(=O)(=O)N3CC(C)CC(C)C3)cc12 (stereo unspecified)
6. CC1=C(C(=O)Nc2ccc(C)cc2C)C(c2ccc([N+](=O)[O-])cc2)n2ncnc2N1 (stereo unspecified)
7. Cc1oc2ccc(O)c(CN3CCOCC3)c2c1C(C)O (stereo unspecified)
8. CC1=C(C(=O)Nc2ccccc2)C(c2ccco2)C(C#N)=C(SCc2ccccc2)N1 (stereo unspecified)

Compound	1	2	3	4	5	6	7	8
HUVEC tox TNFa	4	-24	1	-14	-23	-14	-3	.
sEH activator	15	0	7	-4	3	-7	3	4
VCAM1 TNFa inh	9	18	15	-5	-10	10	3	.
HUVEC tox IL1B	-17	-57	10	-8	-17	-8	-36	5
Calb biofilm kill	.	5	3	6	.	.	2	3
ERb SRC1 inh	.	-5	-1	-4	.	.	-6	5[fluorescence artefact?]
F-actin modifier	-18	13	0	-13	.	2	-3	-8
sEH inh	-14	0	-7	2	-1	5	0	-3
Smad3 inh	.	12	4	-9	.	.	2	1

9. CC(=O)Nc1ccc(S(=O)(=O)NNC(=O)c2cccc3ccccc23)cc1
10. N#CC1=C(N)NC(SCc2ccc(Br)cc2)=C(C#N)C12CCCCC2
11. COc1ccc2nc(N3CCOCC3)cc(C)c2c1
12. Cc1c(-c2ccccc2)nc2ccccc2c1C(=O)Oc1ccc([N+](=O)[O-])cc1
13. CC1(C)Oc2ccc3ccc(=O)oc3c2/C(=C/NC2CCCCC2)C1=O
14. C[C@H](NC(=O)OC(C)(C)C)c1nnc(SCC(=O)Nc2ccc(Br)cc2)o1
15. C=CCn1c(COc2ccc(Cl)cc2)nnc1SCC(=O)N/N=C/c1ccccc1
16. COc1ccccc1OCC(=O)Nc1cccc(-c2nc3ccccc3o2)c1

Compound	9	10	11	12	13	14	15	16
HUVEC tox TNFa	-27	4	10	-14	-12	2	-9	0
sEH activator	4	-37	7	-4	4	-19	-12	-6
VCAM1 TNFa inh	-29	-24	3	-28	4	-11	10	19
HUVEC tox IL1B	-5	20	-8	4	-24	1	-11	-24
Calb biofilm kill	.	7	7	.	6	9	.	-6
ERb SRC1 inh	.	7	-3	.	-1	-11[fluorescence artefact?]	.	14
F-actin modifier	22	-6	-22	-16	-11	-20	-10	-6
sEH inh	-3	38	-8	3	-4	19	11	8
Smad3 inh	.	-11	11	.	10	1	.	1

17. CC1Cc2ccccc2N1C(=O)CCNS(=O)(=O)c1ccc2c(c1)CCC(=O)N2 (stereo unspecified)
18. Cc1ccc(-c2nnc(SCc3nc(N)nc(Nc4ccccc4C)n3)n2N)cc1
19. COC(=O)Cc1ccc(NC(=O)c2ccc(C)c(C)c2)cc1
20. CCN1CCc2nc(NC(=O)CC(c3ccccc3)c3ccccc3)sc2C1
21. CN1CCN(C2=C(Cl)C(=O)N(CCc3ccccc3)C2=O)CC1
22. O=C(NCC1CCCO1)c1ccc(NC(=O)C2CC=CCC2C(=O)O)cc1 (stereo unspecified)
23. Cc1cc(C)cc(OCC(=O)Nc2ccccc2N2CCCCC2)c1
24. Cc1cc(-c2nnc3n2CCCCC3)c(C)n1-c1ccccc1

Compound	17	18	19	20	21	22	23	24
HUVEC tox TNFa	9	-6	-24	2	13	.	-25	-1
sEH activator	-10	14	-9	5	-5	13	-4	1
VCAM1 TNFa inh	-10	-2	-3	5	14	12	3	-6
HUVEC tox IL1B	-11	16	-23	-11	-35	-11	-9	5
Calb biofilm kill	4	.	4	3	5	9	2	1
ERb SRC1 inh	-6	.	0[fluorescence artefact?]	11	-23	-3	3[fluorescence artefact?]	-3
F-actin modifier	6	6	0	13	-9	0	.	2
sEH inh	13	-16	9	-2	7	-15	-1	0
Smad3 inh	-1	.	7	-14	2	8	-8	-2

25. CCOC(=O)C1=NN(c2ccccc2)C2(S1)SC(C(C)=O)=C(C)N2c1ccccc1 (stereo unspecified)
26. COc1ccc(/C=N/Nc2nonc2N)cc1
27. Cc1cc(C(=O)OCC(=O)Nc2ccc(S(=O)(=O)N3CCOCC3)cc2)c(C)o1
28. CCN(Cc1ccccc1)S(=O)(=O)c1ccc(C(=O)Nc2nnc(C3CC3)o2)cc1
29. O=c1n(Cc2ccccc2)c2cc(Cl)cnc2n1Cc1ccccc1
30. Cc1cc(-n2c(SCC(=O)NCc3cccs3)nc3n[nH]c(C)c3c2=N)ccc1Cl
31. O=C(COC(=O)c1n[nH]c2ccccc12)NC(=O)NC12CC3CC(CC(C3)C1)C2
32. COC(=O)c1cn(NC(=O)CCC2CCCC2)c(=O)c2ccccc12

Compound	25	26	27	28	29	30	31	32
HUVEC tox TNFa	-16	30	-16	-10	-13	-20	-28	-8
sEH activator	2	8	-71	-4	8	-13	-15	-42
VCAM1 TNFa inh	9	9	5	7	-14	13	3	0
HUVEC tox IL1B	-1	26	6	-9	-33	-6	-67	-2
Calb biofilm kill	4	-2	7	12	7	8	6	0
ERb SRC1 inh	4	3	-4	34	-10	33[fluorescence artefact?]	23[fluorescence artefact?]	-2[fluorescence artefact?]
F-actin modifier	14	-4	-1	-3	-26	-47	-4	-7
sEH inh	-3	-8	70	8	-7	12	14	43
Smad3 inh	-13	-3	0	6	-4	13	10	1

# Pulled one by one from the entries so far:
29. O=c1n(Cc2ccccc2)c2cc(Cl)cnc2n1Cc1ccccc1
25. CCOC(=O)C1=NN(c2ccccc2)C2(S1)SC(C(C)=O)=C(C)N2c1ccccc1 (stereo unspecified)
30. Cc1cc(-n2c(SCC(=O)NCc3cccs3)nc3n[nH]c(C)c3c2=N)ccc1Cl

Compound	29	25	30
HUVEC tox TNFa	-13	-16	-20
sEH activator	8	2	-13
VCAM1 TNFa inh	-14	9	13
HUVEC tox IL1B	-33	-1	-6
Calb biofilm kill	7	4	8
ERb SRC1 inh	-10	4	33[fluorescence artefact?]
F-actin modifier	-26	14	-47
sEH inh	-7	-3	12
Smad3 inh	-4	-13	13

# Next section.
33. CCCCN(CC)Cc1ccc(CNC(=O)Nc2ccc(OCC)cc2)o1
34. Cc1cc(F)c(F)c(C(=O)N2CCN(C)CC2)c1Cl
35. Cc1ccc(N2CC(C(=O)Nc3cc(C)on3)CC2=O)cc1 (stereo unspecified)
36. COc1ccc(CCNC(=O)C(=O)NCc2ccc(C)cc2)cc1OC
37. CN1CCN(C(=O)c2ccc(N(Cc3ccc(Cl)cc3)S(C)(=O)=O)cc2)CC1
38. O=S1(=O)C=CC(Sc2nc3ccccc3[nH]2)C1 (stereo unspecified)
39. CN(C)CCCNc1oc(-c2ccc(Cl)cc2)nc1C#N
40. Cc1c(N2C(=O)CSC23C(=O)Nc2ccccc23)c(=O)n(-c2ccccc2)n1C (stereo unspecified)

Compound	33	34	35	36	37	38	39	40
HUVEC tox TNFa	-13	-15	1	-5	-13	-12	-3	-50
sEH activator	7	9	-4	-8	-15	3	6	6
VCAM1 TNFa inh	3	14	-17	6	-9	-27	-1	-11
HUVEC tox IL1B	-35	8	4	6	4	-64	5	13
Calb biofilm kill	5	7	.	.	2	-5	4	.
ERb SRC1 inh	6	-1	.	.	-4	-1	-21[fluorescence artefact?]	.
F-actin modifier	0	-15	13	-7	-14	-9	-3	35
sEH inh	-10	-9	8	11	16	-4	0	-7
Smad3 inh	-7	-6	.	.	-1	2	-5	.

41. Cc1ccc(-n2nnnc2SCC(=O)Nc2cccc(NC(=O)c3ccco3)c2)cc1C
42. CCN=C(Nc1cccc(F)c1)SC1CC(=O)N(c2ccc(OC)cc2)C1=O (stereo unspecified)
43. CC(C)NC(=O)NS(=O)(=O)c1cnccc1N1CCCCC1
44. CCOc1cc(C(=O)Nc2nnc(C)s2)cc(OCC)c1OCC
45. CCCCCCOc1ccc(/C(N)=N/O)cc1
46. Clc1ccc(CSc2nnc(CN3CCOCC3)n2-c2ccccc2)cc1Cl
47. O=C(O)CCc1c(C(=O)O)[nH]c2ccccc12
48. CCOc1ccccc1OCCn1nnc2ccccc21

Compound	41	42	43	44	45	46	47	48
HUVEC tox TNFa	.	-43	-9	-15	-5	5	-16	5
sEH activator	-16	5	-3	1	6	3	-3	-6
VCAM1 TNFa inh	.	9	-9	9	-2	2	0	3
HUVEC tox IL1B	9	-7	-38	-36	7	-12	.	-28
Calb biofilm kill	2	9	0	.	0	.	6	0
ERb SRC1 inh	35[fluorescence artefact?]	23	3	.	-7	.	-1	-5
F-actin modifier	-26	55	-17	7	-23	3	20	-16
sEH inh	17	-4	5	-1	-8	-1	4	10
Smad3 inh	6	-7	2	.	2	.	5	4

49. CC(=O)N1C2CCCCC2S[C@H]2CCCCC21 (stereo partly specified)
50. CCn1c(SCc2nc3sc(C(=O)O)c(C)c3c(=O)[nH]2)nc2ccccc21
51. COC(=O)c1[nH]c2ccc(C)cc2c1NC(=O)CN1CCN(C(=O)c2ccccc2)CC1
52. CCc1cccc2c(C(=O)Cn3nnc(-c4ccc(OC)c(OC)c4)n3)c[nH]c12
53. CCOC(=O)c1c(C)[nH]c(C(=O)COC(=O)c2ccccn2)c1C
54. O=C(O)c1cc(S(=O)(=O)Nc2ccccc2C(=O)O)ccc1O
55. Cc1ccc2[nH]c(=O)c(CNC(C)C)cc2c1
56. Cc1cccc(C)c1NC(=O)CSc1nnc(C)n1-c1ccccc1

Compound	49	50	51	52	53	54	55	56
HUVEC tox TNFa	-4	-14	9	-6	-20	-28	3	-16
sEH activator	-5	6	19	-11	-3	7	-2	4
VCAM1 TNFa inh	1	-9	4	-13	11	-9	-3	-1
HUVEC tox IL1B	-23	0	28	-154	-21	6	-1	-49
Calb biofilm kill	4	.	4	-2	5	.	6	-4
ERb SRC1 inh	1	.	4	27	-1	.	-2	1
F-actin modifier	-33	5	7	14	14	-6	-12	-12
sEH inh	5	-5	-19	9	7	-7	3	-1
Smad3 inh	-6	.	-18	9	0	.	-7	-12

57. COc1ccc(OC)c(C(c2nnnn2C2CCCC2)N2CCc3ccccc3C2)c1 (stereo unspecified)
58. COc1ccc(-n2c(SCC(=O)Nc3ccc4c(c3)OCO4)nc3c(c2=O)SCC3)cc1
59. C/C(CC(=O)Nc1ccccn1)=N\NC(=O)Cc1cccc2ccccc12
60. FC(F)(F)c1cccc(N2CCN(CC3CC4C=CC3C4)CC2)c1 (stereo unspecified)
61. CN(c1ccc(C(=O)N2CCc3ccccc3C2)cc1)S(C)(=O)=O

Compound	57	58	59	60	61
HUVEC tox TNFa	-10	17	2	-2	-24
sEH activator	0	6	14	-4	-3
VCAM1 TNFa inh	-4	7	-3	6	4
HUVEC tox IL1B	2	11	2	1	2
Calb biofilm kill	4	6	.	10	7
ERb SRC1 inh	1[fluorescence artefact?]	-5	.	4	19
F-actin modifier	10	-1	4	-16	28
sEH inh	-2	-7	-14	8	6
Smad3 inh	3	9	.	-3	6

# An excerpt, so the mix of outcomes need not match the whole.
